Screening results deposited in PubChem BioAssay by several laboratories.
p47phox inh – inhibitors of human p47phox binding; actives 0.53% (n = 220,000); p47phox/p22phox peptide binding, fluorescence polarization, 2 h; P14598; inhibition, % at 24.7 µM;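 active = inhibition above about 30%, limit read from the data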;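 note: 0% = p47phox with labelled peptide and 100% = labelled peptide alone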
Target sequence (P14598 whole entry, looked up): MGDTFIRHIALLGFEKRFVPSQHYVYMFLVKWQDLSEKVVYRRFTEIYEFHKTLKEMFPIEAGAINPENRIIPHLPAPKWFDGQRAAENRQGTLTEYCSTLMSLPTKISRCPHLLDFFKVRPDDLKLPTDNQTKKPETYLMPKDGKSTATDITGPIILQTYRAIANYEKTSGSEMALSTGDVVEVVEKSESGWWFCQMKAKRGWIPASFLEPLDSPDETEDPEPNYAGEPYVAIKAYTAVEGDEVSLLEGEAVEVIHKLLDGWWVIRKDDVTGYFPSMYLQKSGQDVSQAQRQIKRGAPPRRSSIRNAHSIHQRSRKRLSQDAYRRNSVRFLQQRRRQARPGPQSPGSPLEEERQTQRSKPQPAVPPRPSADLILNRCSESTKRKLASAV
EBV gp42 inh – EBV gp42 inhibition; AID 1085; Fluorescence polarization binding assay, mP read-out; inhibition, % (tested at 21.74 µM); Q1HVG2; actives 0.42% (n = 220,000); in the data active = inhibition above about 50%
m-calpain inh – blocks pig calpain II enzyme activity; actives 0.37% (n = 220,000); purified calpain II, fluorogenic peptide substrate, 30 min; AID 1236; inhibition, % at 16 µM;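 active = inhibition above about 50%, limit read from the data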
Runt-CBFb FRET – inhibitors of human RUNX1 Runt domain binding to CBFb | actives 0.46% (n = 220,000) | Q01196+Q13951 | Cerulean-Runt/Venus-CBFb FRET ratio 530/480, 1 h | inhibition, % at 20 µM;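 active = inhibition over about 50% at 20 µM in the single-dose screen, limit read from the data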;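 note: 0% = DMSO wells and 100% = excess unlabeled CBFb competitor control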
Target sequence (Q01196 whole entry, looked up, the tested form may be a part): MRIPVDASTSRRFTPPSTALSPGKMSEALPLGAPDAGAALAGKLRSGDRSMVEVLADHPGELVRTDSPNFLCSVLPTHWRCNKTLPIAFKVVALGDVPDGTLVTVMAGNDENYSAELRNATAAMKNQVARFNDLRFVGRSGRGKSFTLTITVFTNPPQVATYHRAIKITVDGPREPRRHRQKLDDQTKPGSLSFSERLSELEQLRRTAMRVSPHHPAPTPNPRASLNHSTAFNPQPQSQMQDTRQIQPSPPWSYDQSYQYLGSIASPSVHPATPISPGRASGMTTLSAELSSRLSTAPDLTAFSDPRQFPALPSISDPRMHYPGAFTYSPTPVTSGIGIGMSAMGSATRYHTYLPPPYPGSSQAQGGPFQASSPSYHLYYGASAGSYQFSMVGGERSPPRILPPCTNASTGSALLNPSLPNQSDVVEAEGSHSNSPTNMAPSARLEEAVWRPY
Target sequence (Q13951 whole entry, looked up, the tested form may be a part): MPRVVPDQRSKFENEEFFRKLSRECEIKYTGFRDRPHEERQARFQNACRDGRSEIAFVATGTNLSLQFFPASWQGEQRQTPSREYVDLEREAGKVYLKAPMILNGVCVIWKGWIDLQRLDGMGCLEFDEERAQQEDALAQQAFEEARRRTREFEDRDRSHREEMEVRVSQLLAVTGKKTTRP
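test system = Cerulean-Runt domain fusion protein, energy donor | probe or stimulus = Venus-CBFb binding partner, 100 nM | incubation = two 1 h room-temperature incubations shielded from light | detection = fluorescence energy transfer, 422 nm excitation, 530/480 nm emission | measure = loss of energy transfer signal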
p97 ATPase inh – human p97 ATPase inhibition | inhibition, % at 8 µM | P55072 | AID 1481 | recombinant p97 ATPase, Kinase-Glo ATP luminescence, 3 h | actives 0.42% (n = 220,000); in the data active = inhibition above about 15%;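 note: 0% = DMSO vehicle and 100% = wells lacking enzyme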
Tb hexokinase – T. brucei hexokinase 1 inhibition; actives 0.11% (n = 220,000); inhibition, % at 10 µM; AID 1430; recombinant TbHK1, G6PDH-coupled NADH A340;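 active = inhibition of 50% or more in the single-dose primary screen; inactive = inhibition below 50%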
Runt-SMMHC FRET – blocks binding of human RUNX1 Runt domain to CBFb-SMMHC; Cerulean-Runt/Venus-CBFb-SMMHC FRET ratio 530/480, 1 h; actives 0.74% (n = 220,000); AID 1434; inhibition, % at 20 µM;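 active = mean inhibition across duplicate retests at 20 µM reaching about 50%, limit read from the data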;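 note: 0% = DMSO wells and 100% = wells with excess untagged CBFb-SMMHC; inhibitors lower the FRET ratio by blocking Runt binding to CBFb-SMMHC; some results filed as inactive read as strong as hits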
RBBP9 inhibitor – human RBBP9 hydrolase inhibition. O75884. actives 0.2% (n = 220,000). inhibition, % at 7.94 µM. recombinant RBBP9, FP-Rh probe fluorescence polarization;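 active = inhibition above the campaign mean of all tested compounds plus 3 SD, cut at about 14% in these data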;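 note: plate controls were DMSO wells with RBBP9 for no effect and wells lacking RBBP9 protein for full effect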
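Test system – recombinant human RBBP9 · Input – RBBP9 2.5 µM in dispensing solution, pre-mixing · Medium – Tris buffer pH 8.0, NaCl, Pluronic · Schedule – preincubation 30 min plus labeling 45 min at 25 °C · Measured by – fluorescence polarization · Measure – % inhibition · Controls – DMSO and no-protein wells · Replicates – one well per compound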
Furin inhibitor – blocks human furin protease activity. P09958. purified furin, fluorogenic substrate cleavage. inhibition, % at 30 µM. actives 0.061% (n = 220,000); in the data active = inhibition above about 25%; note: inactives centre near -15
* = called active by the depositor; / = not tested or not shown; [ ] = another dose, or the depositor's remark.

Runt-CBFb FRET	p47phox inh	EBV gp42 inh	RBBP9 inhibitor	Furin inhibitor	Runt-SMMHC FRET	Tb hexokinase	p97 ATPase inh	m-calpain inh	mol
0	-2	-10	-9	-26	1	-5	6	-3	O=C(NCCC1=CCCCC1)c1cc(-c2ccccn2)nc2ccccc12
-2	29	-8	3	-25	0	-3	8	5	CC(=O)Oc1ccc(/C=N/NC(=O)CCSc2ccccc2)cc1
-1	-4	-14	3	-13[20 µM]	0	-28	-3	18	O=C1OC(c2ccccc2)/C(=C(/O)c2ccccc2)C1=O (stereo not given)
-2	7	-9	0	-3[20 µM]	-4	-13	1	17	Cc1nnc(C)n1/N=C/c1ccc(-c2ccccc2)cc1
6	-23	-10	-2	-17[20 µM]	9	-1	6	-88	COc1ccc(OCC(=O)NNc2c3ccccc3nc3ccccc23)cc1
3	-10	-2	3	-71	0	-32	2	-326	COc1ccc(-c2cc(-c3ccccc3)nc(=O)[nH]2)cc1
0	-2	-12	-8	-28	-3	3	-1	-112	COc1ccc2[nH]c(C(=O)NCCc3ccccc3)cc2c1
-2	0	4	4	-21	3	-1	1	-24	CCOC(=O)c1ccc(-n2c(C)nc3c(cnn3-c3ccccc3C)c2=O)cc1
-1	-4	2	-9	-12	1	4	0	27	Cc1cc(NC(=O)COC(=O)CCNS(=O)(=O)c2cccc(C(F)(F)F)c2)no1
-3	8	-13	-1	-6	-2	1	0	36	FC(F)(F)c1ccc(-c2noc(CN3CCCN(C4CCCCC4)CC3)n2)cc1
-45	-5	-15	-6	-19	78	-12	3	-355	CCOc1cc(NC(=O)c2ccccn2)c(OCC)cc1NC(=O)c1cccc(C)c1
-5	-39	-10	3	-25[20 µM]	-21	-9	1	-66	CCCS(=O)(=O)c1c(S(=O)(=O)CCC)c2c(N)cccn2c1C(=O)c1ccc(Br)cc1
-4	-8	8	-5	-14	1	-2	1	13	CCOC(=O)C(NC(=O)c1cccc(Cl)c1)(Nc1nnc(C)s1)C(F)(F)F (stereo not given)
2	-6	-1	-2	-7[20 µM]	-3	-37	-2	-2	COc1ccc(/C=C\C(=O)CC(O)(c2ccccc2)C(F)(F)F)cc1 (stereo not given)
-1	-5	3	-4	1	-2	-8	3	-20	COc1ccc(OC2C(=O)N(Cc3ccc(F)cc3)C2c2cc(OC)c(OC)c(OC)c2)cc1 (stereo not given)
-1	-51	-4	-4	-8	-4	-11	-1	11	CCOCCCNC(=O)c1ccc2c(=O)n(Cc3ccc4c(c3)OCO4)c(=S)[nH]c2c1
0	-1	-2	1	-23	3	-5	0	-11	Cc1ccc(C(C#N)c2ccc(Cl)nn2)cc1 (stereo not given)
17	-13	-19	4	-33	43	-9	-3	-221	CCc1ccc2nc(N3CCN(C)CC3)c(C#N)cc2c1
74*	-21	58*	-4	-9	41	-5	5	-342	COc1ccc2nc(N3CCCCC3)c(C#N)cc2c1
2	-2	-13	/	-22	1	1	/	2	C[C@H](NC(=O)c1nc[nH]c1C(=O)NC(c1ccccc1)c1ccccc1)C(=O)OCc1ccccc1
4	-26	-14	-10	1[20 µM]	-7	-4	3	-60	c1ccc(CSc2nnc3c(n2)OC(c2ccco2)Nc2ccccc2-3)cc1 (stereo not given)
2	-13	0	-7	-9[20 µM]	0	-4	-3	16	CCCOc1c(Br)cc(/C=N/O)cc1OC
1	-7	-12	-3	-33	2	38	7	-91	CC(C)Oc1ncnc2c1[nH]c1ccccc12
0	1	4	-2	-12[20 µM]	-3	2	-2	25	Cc1nc(CSc2nc3[nH]ncc3c(=O)n2-c2ccccc2)cs1
-2	-5	-19	-5	-22	1	4	0	26	Cc1cc(C)n(-c2ccc(C(=O)OCn3nnc4ccccc4c3=O)cc2)n1
0	1	-4	5	-10[20 µM]	1	-7	2	10	CSc1ccccc1C(=O)NCC1CCCO1 (stereo not given)
1	3	3	-12	-9	-2	-15	2	5	COc1ccc(OC)c(C2=Nn3c(nnc3-c3ccco3)SC2)c1
-1	-2	1	-4	-18	1	-8	-3	-3	COc1ccc(CCNC(=O)Cn2cccc2C(=O)c2ccccc2C)cc1OC
3	1	-3	-4	-10	4	-17	0	-61	COc1ccc2nc(NC(=O)c3ccc(-c4cccc([N+](=O)[O-])c4)o3)sc2c1
1	8	-20	-2	-15	3	31	12	-6	Cc1c([N+](=O)[O-])ccc(S(=O)(=O)N2CCC(C(N)=O)CC2)c1C
15	-14	-15	6	-17[20 µM]	1	1	5	-14	O=C(COc1ccccc1)N/N=C/c1cc2c(cc1[N+](=O)[O-])OCO2
-3	-8	7	-9	-17	-3	-6	-3	-23	O=C(COc1ccc(Br)cc1)Nc1ccccc1N1CCCC1
-3	-6	-13	-5	-21	-2	-5	1	1	CCCOC(=O)CSC1=C(C#N)C(c2ccc3c(c2)OCO3)CC(=O)N1 (stereo not given)
-2	-5	-8	-3	-17	-3	-10	2	-28	NCCCSC1=NCCCN1
0	-10	4	5	-6[20 µM]	-7	-15	4	-87	COc1cc2c3c(c1)-c1c(sn(-c4cc(OC)ccc4OC)c1=S)C(C)(C)N3C(=O)C2=O
-1	4	-14	6	-24	-1	1	3	-8	O=C(O)CCC(=O)N1CCc2cc(S(=O)(=O)N3CCCCC3)ccc21
0	-16	-10	-5	-20	1	-4	4	13	CN(C1=NC(=O)CS1)c1ccc(O)cc1
-4	3	10	0	-13	3	11	2	-17	C1CCC2(CC1)C1=C(CCCC1)Nc1nnnn12
1	-10	2	-7	-16	-9	0	0	3	Cc1cc(C(=O)C(=O)O)c(C)n1-c1ccc(Cl)cc1
-2	-9	-6	-10	-27	2	-18	-4	-24	CC(=O)CCc1c(C)[nH]c2ccc(NC(C)=O)cc2c1=O
-1	-14	64*	-5	-4	1	3	-1	2	COC(=O)c1ccccc1NC(=O)Nc1ncccc1C
-2	-49	-25	-6	-27	2	0	6	9	O=C(COc1ccccc1F)Nc1ccc(S(=O)(=O)NCc2ccco2)cc1
0	-8	4	-2	-26	-2	-5	1	-5	COc1ccc(C(=O)Nc2ccc(N3CCN(Cc4ccccc4)CC3)cc2)cc1
2	-20	-32	4	-2	1	-23	4	-76	Cc1onc(-c2ccccc2)c1C(=O)NNC(=S)NC(=O)/C=C/c1cccs1
62*	-9	1	-10	-33	/	-10	-3	-419	CCc1ccc(C2C3=C(CC(C)(C)CC3=O)Nc3c2c(=O)[nH]c2nc(C)nn32)cc1 (stereo not given)
0	-4	-7	-3	-3	3	-13	-10	10	Clc1ccccc1/C=C/c1nc(-c2ccccn2)no1
-4	-123	-22	-11	-22	-51	-18	26*	4	COc1cc(/C=C2/SC(=Nc3ccc(O)cc3)NC2=O)cc(OC)c1O
-3	4	-17	2	7[20 µM]	-6	-39	-1	7	COc1cc(/C=N\NC(=O)c2sc(N)nc2C)cc(OC)c1OC
-1	4	-16	-9	-11	-6	-11	2	-9	CCOC(=O)c1cnc(-n2nc(C)cc2C)nc1NC1CCCC1
-4	/	-9	1	-28	-4	-10	0	9	CCO[C@H]1OC(C(=O)N2CCCCCCC2)=C[C@@H](c2csc3ccccc23)[C@@H]1CCCO
0	2	-9	-9	-23	-4	-5	5	-11	O=C(COC(=O)/C=C/c1ccccc1[N+](=O)[O-])NC1CCS(=O)(=O)C1 (stereo not given)
89*	-8	12	-3	-61	86*	-16	5	-487	CCOC(=O)c1cc2c(=O)n3ccccc3nc2n(Cc2ccco2)c1=NC(=O)c1ccccc1OC
2	4	0	-2	-17	-4	-4	1	-16	CCN(CC)CCN(C(=O)c1ccc([N+](=O)[O-])cc1)c1nc2ccc(OC)cc2s1
0	-1	2	-10	-9	0	31	-4	-25	CCOc1cccc2sc(N(CCCN(C)C)C(=O)c3ccc(S(=O)(=O)N(C)c4ccccc4)cc3)nc12
2	5	2	/	-17	-6	3	/	46	O=C(OCc1nnn(Cc2ccccc2)c1-c1c(COC(=O)c2ccccc2)nnn1Cc1ccccc1)c1ccccc1
2	2	0	-1	-13	5	5	1	-14	CCN(c1cccc(C)c1)c1ncnc2nc[nH]c12
0	-7	-22	2	-19	2	-6	7	16	CCCc1nnc(NC(=O)CCC(=O)NCCc2ccc(OC)c(OC)c2)s1
0	-3	4	6	-30	-3	-1	-2	-16	COC(=O)CNC(=O)C12CC3CC(C1)CC(c1ccc(C)cc1)(C3)C2
4	-8	-13	-2	7[20 µM]	3	-20	4	-17	COC(=O)Cc1cc(=O)[nH]c(Nc2nc3ccccc3o2)n1
-1	-1	-10	-7	-34	4	5	6	11	COc1ccc(S(=O)(=O)NC(CC(=O)NCC2CCCO2)c2ccco2)cc1 (stereo not given)

The listing continues:
Runt-CBFb FRET	p47phox inh	EBV gp42 inh	RBBP9 inhibitor	Furin inhibitor	Runt-SMMHC FRET	Tb hexokinase	p97 ATPase inh	m-calpain inh	mol
1	-2	2	/	-25	3	-11	/	8	Cc1ccc(CNC(=O)C2CC(c3ccc(C(F)(F)F)cc3)=NO2)o1 (stereo not given)
-9	-8	-9	3	-6	-1	-16	2	-5	CCOCCCn1c(SCC(=O)Nc2cc(C(C)(C)C)nn2-c2ccccc2)nc2ccccc2c1=O
1	-6	-13	-4	-22	-1	-12	4	-39	CCCc1ccc(-c2ccc(/C=C/C(=O)O)cc2)nc1
1	1	35	-1	-18	4	-3	-3	14	CSc1ccccc1C(=O)Nc1nc2ccccc2[nH]1
-5	6	-22	-5	4	-27	5	-2	-13	Nc1ccc2nc(SCC(=O)N3CCOCC3)sc2c1
-1	-1	-7	-6	-23	-8	-10	1	-131	CC(=O)N1N=C(c2ccc3ccccc3c2)OC12CCCC2
0	-12	-18	-7	-10	-3	-3	-1	-12	N/C(=N/O)C(c1ccccc1)c1ccccc1
-2	-6	9	-4	-15[20 µM]	0	-2	1	36	CC(NC(=O)c1cccc(Cn2cc([N+](=O)[O-])cn2)c1)c1ccc(C(C)(C)C)cc1 (stereo not given)
0	1	-6	3	-10	1	-6	0	2	Cc1ccc(C(=O)Nc2ccc3c4c(cccc24)CC3)cc1[N+](=O)[O-]
0	-12	-4	-5	-4	-7	-12	-4	-20	CC(=O)c1ccc(N2CCN(C(=O)Nc3ccc(C(C)C)cc3)CC2)cc1
3	-3	-6	-2	-19	-1	0	0	-7	Cc1ccc(C(=O)COC(=O)CN2C(=O)C3C4CCC(C4)C3C2=O)cc1[N+](=O)[O-] (stereo not given)

Exported as comma-separated lines: 6 of the compounds above
SMILES,Runt-CBFb FRET,p47phox inh,EBV gp42 inh,RBBP9 inhibitor,Furin inhibitor,Runt-SMMHC FRET,Tb hexokinase,p97 ATPase inh,m-calpain inh
CCN(c1cccc(C)c1)c1ncnc2nc[nH]c12,2,2,0,-1,-13,5,5,1,-14
CCCOc1c(Br)cc(/C=N/O)cc1OC,2,-13,0,-7,-9[20 µM],0,-4,-3,16
Clc1ccccc1/C=C/c1nc(-c2ccccn2)no1,0,-4,-7,-3,-3,3,-13,-10,10
COC(=O)CNC(=O)C12CC3CC(C1)CC(c1ccc(C)cc1)(C3)C2,0,-3,4,6,-30,-3,-1,-2,-16
COc1ccc(CCNC(=O)Cn2cccc2C(=O)c2ccccc2C)cc1OC,-1,-2,1,-4,-18,1,-8,-3,-3
COc1ccc(OC2C(=O)N(Cc3ccc(F)cc3)C2c2cc(OC)c(OC)c(OC)c2)cc1 (stereo not given),-1,-5,3,-4,1,-2,-8,3,-20
